High-throughput results (PubChem)
HT1080 IDH1KD tx: kills HT-1080 cells with IDH1 knockdown; Potency, µM (titrated, usually from 46.1 µM), without a hit: top-dose activity, negative = toxicity, most hits filed as cytotoxic; AID 686971; 2% of 360,000 active; HT-1080 IDH1 knockdown viability, ATP luminescence, 48 h;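 further: 0% = DMSO wells and -100% = cell-free medium wells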
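% activity derives from luminescence (CellTiter-Glo), normalised to DMSO and no-cell wells. HT-1080-IDH1KD cells, 750/well, had 48 h compound exposure at 37 °C.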
SW480 rerep: induces DNA re-replication in SW480 colon adenocarcinoma cells. SW480 DNA re-replication, Hoechst DNA content imaging, 48 h. Potency, µM (highest dose often 46.1 µM), without a hit: at the highest dose re-replication activation, actives largely listed as activators. 1.8% of 340,000 active. AID 624297; further: % of control where 0% means no effect; nearly all actives have a fitted effect of over 55% in size
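Quantitative HTS format with DMSO vehicle controls; 48 hr drug incubation at 37 C, then 40 min Hoechst staining and scanning imager measurement at 405 nm excitation.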
TDP43 rescue: rescues yeast growth from TDP-43 toxicity; TDP-43 expressing yeast growth rescue, BacTiter-Glo, 24 h; Potency, µM (series often up to 46.1 µM), for the others: at the highest dose growth rescue (activation), most hits filed as activators; 1.8% of 410,000 active; further: % of control where 0% means no effect; nearly all actives have a fitted effect of over 50% in size
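Yeast cells expressing TDP-43 under galactose induction are exposed to compounds for 24 hr at 30 deg C. BacTiter-Glo luminescence measures growth, so protective compounds score as activators.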
GLP1R inv ag: GLP-1 receptor (human) inverse agonism. P43220. Potency, µM (doses to about 38.3 µM), for the others: top-dose activity change, negative = inhibition, usual class: inhibitors. HEK293 GLP-1R CRE-luciferase, luminescence, 24 h; GLP-1R form is constitutively active. 1.6% of 410,000 active. AID 624417; further: on the % scale 0 is the no-effect control and ±100 the full control effect; nearly all actives have a fitted effect of over 55% in size
Target sequence (P43220 whole entry, looked up): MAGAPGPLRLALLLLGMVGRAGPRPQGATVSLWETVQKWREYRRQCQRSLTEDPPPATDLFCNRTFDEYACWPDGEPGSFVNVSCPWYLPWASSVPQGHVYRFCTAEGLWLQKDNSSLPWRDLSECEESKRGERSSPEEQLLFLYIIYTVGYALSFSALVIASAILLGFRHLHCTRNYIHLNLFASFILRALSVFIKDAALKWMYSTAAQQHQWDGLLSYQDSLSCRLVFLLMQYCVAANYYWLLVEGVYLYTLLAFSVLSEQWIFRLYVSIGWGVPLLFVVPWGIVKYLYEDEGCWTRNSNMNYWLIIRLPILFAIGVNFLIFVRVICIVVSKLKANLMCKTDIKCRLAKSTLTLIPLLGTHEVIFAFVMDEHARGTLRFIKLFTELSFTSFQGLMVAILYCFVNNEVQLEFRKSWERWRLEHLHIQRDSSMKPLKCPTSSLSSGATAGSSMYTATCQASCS
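Constitutively active GLP-1R drives a cAMP-responsive luciferase in stably transfected HEK293 cells; test compounds are added after overnight (12 h) attachment and left 24 hr, and signal loss in luminescence marks inhibition.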
KB-V1 MDR tox: KB-V1 MDR subline cytotoxicity; KB-V1 MDR cells viability, CellTiter-Glo, 72 h; Potency, µM (titrated, usually from 46.1 µM), for the others: top-dose activity change, negative = cytotoxicity, usual class: cytotoxic; 3.4% of 400,000 active; AID 1347076; further: on the % scale 0 is the no-effect control and ±100 the full control effect; nearly all actives have a fitted effect of over 60% in size
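KB-V1, DMEM (no phenol red) + 10% FBS; cpd pin-transferred, titration series; 72 h, 37 degrees C; CellTiter-Glo, luminescence. Data normalized, curve-fit.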
HT1080NT lethal: kills 2HG-producing HT-1080-NT fibrosarcoma cells | 1.6% of 360,000 active | Potency, µM (doses to about 46.1 µM), inactives show at the top dose activity, negative = less viability, hits mostly cytotoxic | AID 686970 | HT-1080-NT fibrosarcoma viability, CellTiter-Glo ATP luminescence, 48 h;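 further: NT is the 2HG producing partner of a matched IDH1 knockdown line; 0% = DMSO-treated cells and -100% = media-only wells without cells; nearly all actives have a fitted effect of over 55% in size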
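Compounds were tested in concentration-response format on HT-1080-NT cells for 48 hours at 37 degrees C. Cell viability came from CellTiter-Glo luminescence; curves were classified by r2, response magnitude and activity.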
GLP1R ag: activates the human GLP-1 receptor; HEK293 GLP-1R CRE-luciferase, luminescence, 4-6 h; cells express a hypersensitive GLP-1R form; Potency, µM (doses to about 45.6 µM), for the others: top-dose activation, hits mostly activators; 0.007% of 380,000 active; AID 624172; further: % of control where 0% means no effect
GLP1R cytotox: cytotoxic in the GLP-1 receptor inverse agonist counter-screen. HEK293 cAMP-luciferase reporter cells, luminescence, 24 h. Potency, µM (top dose mostly 38.3 µM), for the others: top-dose activity change, negative = inhibition, hits mostly inhibitors. 0.13% of 410,000 active. AID 624418;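 further: loss of luciferase light is scored as toxicity; on the % scale 0 is the no-effect control and ±100 the full control effect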
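Quantitative HTS format, 1536 wells, 200 cells/uL seeded. Compounds: 23 nL, 24 h, 37 °C. Detection: luciferase reagent, luminescence at 12 min RT; decreased signal taken as cytotoxic.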
KB-3-1 tox: kills parental KB-3-1 adenocarcinoma cells. KB-3-1 viability, CellTiter-Glo ATP luminescence, 72 h. Potency, µM (highest dose often 46.1 µM), for inactives: at the highest dose activity change, negative = cytotoxic, most hits filed as cytotoxic. 1.4% of 400,000 active. AID 1347075; further: on the % scale 0 is the no-effect control and ±100 the full control effect; nearly all actives have a fitted effect of over 60% in size
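Parental KB-3-1 viability, qHTS format: 72 h compound exposure, 37 °C; CellTiter-Glo; media-only wells and DMSO plates as controls; concentration-effect fits on corrected data.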
An asterisk follows results filed as active; ? = inconclusive; nt = not tested or not shown; & = joins results of further samples; [ ] = another dose, or the depositor's remark. The call rests on the fitted dose curve; in most records, active means well fitted curve in the direction sought with a large enough effect; inconclusive means small, poorly fitted or top-dose-only effect, or another doubt; inactive means no such curve, though single readings can be large; an effect the other way counts as inactive or inconclusive. Potency means the concentration at half of the fitted maximal effect.

SMILES	HT1080 IDH1KD tx	SW480 rerep	TDP43 rescue	GLP1R inv ag	KB-V1 MDR tox	HT1080NT lethal	GLP1R ag	GLP1R cytotox	KB-3-1 tox
C[C@]12CC[C@H](O)CC1=CCC1C2CC[C@@]2(C)C1CC[C@@H]2NCc1ccccc1 (some centres not stated)	-10%	nt	1.1µM*	-11%	?	-2%	13%	6%	0%
Cc1ccsc1/C=N/NC(=S)NCCc1ccccc1	?	0%	0%	-10%[0.307 µM]	1%	?	-4%	-5%[0.307 µM]	-9%
Cc1cc(SCC(=O)N(C)c2c(N)n(Cc3ccccc3)c(=O)[nH]c2=O)nc2ccccc12	-3%	4%	25%	27%	-20%	5%	-7%	2%	7%
COc1ccc(C(=O)NNC(=S)NC(=O)c2ccco2)cc1	?	5%	?	-11%	?	?	1%	-20%	?
Cc1ccc(/C=N/NC(=O)c2cc3c(s2)CCCC3)o1	-2%	0%	14%	44%[activator]	-7%	2%	11%	29%	2%
Cc1nn(S(=O)(=O)c2ccc(Cl)cc2)c(C)c1S(=O)(=O)N1CCOCC1	2%	-2%	-10%	2%	11%	13%	-7%	2%	-6%
COc1ccc(/C=C2\SC(=O)NC2=S)cc1OC	?	-16%	8.9µM*	105%[activator]	-6%	?	15%	?	?
COc1ccc(/C=N\NC(=O)C2CCCC2)cc1Br	0%	2%	0%	15%	19%	8%	28%	2%	20%
COc1cc2[nH]c(=O)n(Cc3ccccc3Cl)c(=O)c2cc1OC	-6%	-11%	0%	0%	-10%	1%	4%	3%	0%
NC(=O)COC(=O)CC1CC2CCC1C2 (configuration not stated)	1%	-12%	-2%	15%	0%	10%	7%	1%	17%
Cc1ccc2c(CN(C)Cc3ccccc3)cc(=O)oc2c1	-22%	nt	7%	-20%	0%	?	0%	8%	0%
Cn1ncc(C#N)c1/N=C/N1CCCCCC1	-23%	-18%	-11%	-3%	?	-4%	-16%	-15%	4%
O=c1[nH]cnc2c1sc1nc(-c3ccccc3)c3c(c12)CCCC3	24%	-8%	5%	4%	-9%	4%	15%	-1%	-3%
O=C(CN1C(=O)NC2(CCCCCCC2)C1=O)Nc1ccc(OC(F)F)cc1	-29%	?	3%	?	-2%	-8%	-1%	-30%	-16%
Cc1cc2nc(/C=C/c3cccnc3)[nH]c2cc1C	0.58µM*	?	6%	-55%	0.26µM*	0.52µM*	-1%	?	1.2µM*

3 entries already listed, ordered by their value in GLP1R ag, high to low.
molecule	GLP1R ag
NC(=O)COC(=O)CC1CC2CCC1C2 (configuration not stated)	7%
Cc1ccc2c(CN(C)Cc3ccccc3)cc(=O)oc2c1	0%
Cc1nn(S(=O)(=O)c2ccc(Cl)cc2)c(C)c1S(=O)(=O)N1CCOCC1	-7%

The main list resumes with the two entries that preceded the break.
SMILES	HT1080 IDH1KD tx	SW480 rerep	TDP43 rescue	GLP1R inv ag	KB-V1 MDR tox	HT1080NT lethal	GLP1R ag	GLP1R cytotox	KB-3-1 tox
O=C(CN1C(=O)NC2(CCCCCCC2)C1=O)Nc1ccc(OC(F)F)cc1	-29%	?	3%	?	-2%	-8%	-1%	-30%	-16%
Cc1cc2nc(/C=C/c3cccnc3)[nH]c2cc1C	0.58µM*	?	6%	-55%	0.26µM*	0.52µM*	-1%	?	1.2µM*
CCN(c1ccccc1)S(=O)(=O)c1ccc2c(c1)CC(C)N2C(=O)C1CC1 (configuration not stated)	-5%	-2%	-2%	-15%	-15%	-2%	12%	2%	-11%
COC(=O)c1ccc(CNC(=O)CSc2nc3sc(C)c(C)c3c(=O)n2C)o1	8%	1%	-19%	10%	?	0%	7%	?	13%
O=C(NC1CC(=O)N(c2cccc(F)c2)C1)N1CCN(C(=O)c2ccco2)CC1 (configuration not stated)	5%	0%	8%	-8%	-3%	4%	-5%	-12%	15%
CCOCc1nnc(NC(=O)C2c3ccccc3Oc3ccccc32)s1	0%	-3%	-18%	?	7%	-1%	5%	6%	0%
COc1cccc(N(CC(=O)N2CCN(Cc3ccccc3)CC2)S(C)(=O)=O)c1	0%	nt	10%	-3%	?	4%	1%	1%	2%
COc1ccc(C2=NN(CN3C(=O)C(=O)c4ccccc43)C(c3ccc(C)cc3)C2)cc1 (configuration not stated)	2%	-3%	-1%	4%	6%	5%	-9%	-18%	-22%
CCCCOc1ccc(CNC(=O)C2COc3ccc(OC)cc3C2)cc1 (configuration not stated)	nt	nt	15%[9.22 µM]	8%	-6%	nt	nt	8%	2%
COc1ccc(/C(O)=C2/C(=O)C(=O)N(c3ncccn3)C2c2ccc(OC)cc2)cc1 (configuration not stated)	7%	3%	-3%	9%	0%	9%	-7%	-21%	2%
CCC(=NOCc1ccccc1)C(=O)NNS(=O)(=O)c1ccc(C)cc1	15%	-1%	9%	-21%	9%	5%	-1%	2%	2%
COc1ccccc1/C=C1/C(=O)ON=C1C	13%	-4%	14µM*	-9%	19%	14%	-4%	0%	0%
Cc1ccc(CNc2ccc(N3CCN(C)CC3=O)cc2)cc1	nt	2%	nt	nt	3%	nt	-5%	nt	16%
CC1CCC(=NNc2ccc(C(F)(F)F)cc2[N+](=O)[O-])CC1 (configuration not stated)	-3%	?	-6%	17%	?	7%	0%	1%	-2%
O=C(CSCc1ccc(Cl)cc1)Nc1ccc2c(c1)OCCO2	-5%	-8%	11µM*	-1%	-12%	-3%	7%	1%	20%
COCCN1C(=O)COc2ccccc2C1C(=O)NC1CCCCC1 (configuration not stated)	6%	nt	29%	2%	-3%	19%	4%	0%	13%
COc1cc2c(cc1OC)C(c1ccc(SC)cc1)CC(=O)N2 (configuration not stated)	-5%	-36%	18%	70%[activator]	-5%	0%	26%	-12%	4%
CCCCOc1ccc(C(=O)NN2CCN(C)CC2)cc1	-1%	3%	6%	?	-16%	-7%	-3%	-2%	-11%
CC1(C(=O)Nc2cnc3ccccc3c2)CCN1CCc1ccccc1 (configuration not stated)	-25%	nt	14%	?	?	?	?	-11%	?
Oc1ccc(C2=NNC(=NCc3ccc4c(c3)OCO4)SC2)c(O)c1	?	15µM*	7%	?	7.3µM*	21µM*	0%	-20%	2.6µM*
COc1cccc(C(CCc2cc(OC)c(OC)c(OC)c2)NC(C)=O)c1 (configuration not stated)	8%	-1%	-6%	21%	17%	1%	-6%	8%	11%
COc1ccccc1OCCCCN1CCN(C(c2ccccc2)c2ccccc2)CC1	18µM*	?	13%	4.5µM*	?	?	-4%	?	?
CCCN(CC(=O)Nc1ccccc1C)C(=O)c1ccc(=O)n(Cc2ccccc2)n1	-8%	-6%	0%	1%	?	5%	-4%	-11%	?
O=C(CCCc1nc(-c2ccc(Cl)cc2)no1)Nc1cccnc1	?	0%	16µM*	3%	?	-2%	11%	-1%	-25%
O=C(Nc1ccc(F)cc1Cl)C1=COCCO1	-1%	-215%[inhibitor]	-19%	17%	?	16%	9%	-3%	-4%
CCN(c1ccccc1)S(=O)(=O)c1ccc(-c2cc(C)no2)s1	nt	nt	-8%	?	-2%	nt	nt	-31%	?
COC(=O)c1ccccc1NC(=O)CSc1nncn1-c1cccnc1	11%	-3%	14%	18%	-25%	-1%	13%	-6%	-1%
COc1ccc(C2N3CC4(C)CN2CC(c2ccccc2)(C3)C4=O)cc1 (configuration not stated)	nt	nt	17%	-22%	2%	nt	nt	-9%	-2%
CC1=C(OC(=O)C(C)(C)C)C(C)(C)C(c2ccccc2)OC1=O (configuration not stated)	2%	2%	24%	?	6%	14%	6%	1%	-3%
COc1ccc(S(=O)(=O)Nc2ccc(O)c(Sc3nc4ccccc4s3)c2)cc1	0%	-4%	32µM*	?	?	-4%	-2%&1%	-2%&-9%	?
O=C(NNC(=O)c1ccc2ccccc2c1O)c1cccs1	-9%	?	-39%[inhibitor]	1%	-28%	-8%	0%	5%	?
CC(C)C(=O)N1CCN(c2ccc([N+](=O)[O-])c(NC(C)c3ccccc3)c2)CC1 (configuration not stated)	-22%	0%	20µM*	?	0%	?	20%	-17%	0%
COc1ccc2oc(C)c(C(=O)Cn3ccnc3)c2c1	17%	-7%	0%	-15%	-4%	15%	1%	-5%	-2%
Cc1ccc(NC(=O)c2cnccn2)c(Br)c1	-1%	0%	?	6%	-6%	15%	-1%	2%	1%
COC(=O)c1cn(NC(=O)/C=C/c2ccc(OC)c(OC)c2)c(=O)c2ccccc12	15%	-5%	17%	8%	-27%	19%	-7%	1%	0%
Cc1cc(C)cc(NC(=O)CN2CCc3cc4c(cc3C2C)OCCCO4)c1 (configuration not stated)	-1%	-2%	14%	?	-11%	0%	8%	-12%	-4%
O=C(c1cccc(NS(=O)(=O)c2ccc(Br)cc2)c1)N1CCCCC1	3%	0%	16%	-15%	?	3%	4%	0%	-3%
COc1ccc(-c2cc(C(=O)NC3CCCC3)c3ccccc3n2)cc1OC	-9%	1%	1%	40%[activator]	-1%	-4%	20%	-6%	11%
O=C(NCc1ccc2c(c1)CCN2C(=O)c1ccncc1)c1ccccc1F	nt	nt	4%	10%	-11%	nt	nt	4%	5%
COCCn1cnc2c1c(=O)n(Cc1ccc(Br)cc1)c(=O)n2Cc1ccccc1	-1%	5%	?	?	?	-3%	14%	-9%	6%
CC1(C)CC(=O)C2=C(C1)Nc1[nH]c(=S)[nH]c(=O)c1C2c1ccccc1 (configuration not stated)	19%	-1%	-12%	-1%	12%	18%	5%	-14%	1%
COC(=O)c1c(-c2cccnc2)csc1NC(=O)c1cc(C)on1	-4%	-6%	3%	19%	-26%	2%	15%	-5%	-25%

Some entries already given with just HT1080NT lethal and GLP1R cytotox:
| Compound | HT1080NT lethal | GLP1R cytotox |
| --- | --- | --- |
| COc1ccccc1OCCCCN1CCN(C(c2ccccc2)c2ccccc2)CC1 | ? | ? |
| CCCN(CC(=O)Nc1ccccc1C)C(=O)c1ccc(=O)n(Cc2ccccc2)n1 | 5% | -11% |
